rTrxR1 inhibitor: qHTS Assay for Inhibitors of Mammalian Selenoprotein Thioredoxin Reductase 1 (TrxR1): qHTS | recombinant rTrxR1, NADPH fluorescence consumption, selenite substrate | AID 588453, 2011 | hit rate 1% among 390,000 | Potency, µM (series often up to 114 µM), inactives show top-dose activity change, negative = inhibition, actives largely listed as inhibitors | Thioredoxin reductase 1, cytoplasmic (Rattus norvegicus), O89049; note: potency is the fitted concentration of half-maximal effect; % is set by controls: 0 for no effect and ±100 for the full control effect; nearly all actives have a fitted effect of over 65% in size
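Rat TrxR1 (90 nM in the dispensed reagent) was pre-reduced with 400 uM NADPH for 5 min at room temperature, then incubated with compound for 15 min. After 400 uM selenite was added, NADPH fluorescence (Ex 340/Em 450 nm) was followed for 8 min.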
GLS inh: qHTS for Inhibitors of Glutaminase (GLS). Glutaminase kidney isoform, mitochondrial (Homo sapiens), O94925. GLS enzymatic activity, qHTS titration. Potency, µM (series often up to 45.5 µM), for inactives: top-dose activity change, negative = inhibition, usual class: inhibitors. hit rate 0.21% among 410,000. AID 624170, 2012; note: potency is the fitted concentration of half-maximal effect; % is set by controls: 0 for no effect and ±100 for the full control effect
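Enzyme dispensed in phosphate buffer (45 mM, pH 8.2, 0.02% Tween-20), compounds pinned in, then 1 mM L-glutamine solution and the glutamate oxidase–HRP–Amplex Red mix added; fluorescence read immediately and again after 30 min at room temperature.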
TrxR1 substrate: qHTS Assay for Substrates of Mammalian Selenoprotein Thioredoxin Reductase 1 (TrxR1): qHTS | purified TrxR1 substrate turnover, NADPH consumption readout | hit rate 0.01% among 390,000 | Potency, µM (top dose mostly 114 µM), for inactives: at the highest dose activity change, negative = substrate turnover | Thioredoxin reductase 1, cytoplasmic (Rattus norvegicus), O89049; note: potency is the fitted concentration of half-maximal effect; % is set by controls: 0 for no effect and ±100 for the full control effect; nearly all actives have a fitted effect of over 50% in size
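Rat TrxR1, dispensed at 90 nM, was prereduced with 400 uM NADPH (final) for 5 min at ~22 deg C, then incubated with compound 15 min before 400 uM selenite. A first-read NADPH fluorescence drop versus no-compound background flagged substrates.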
USP1 inh: Inhibitors of USP1/UAF1: Primary Screen | recombinant USP1/UAF1, Ub-Rhodamine cleavage fluorescence | Potency, µM (top dose mostly 57.1 µM), for inactives: at the highest dose activity change, negative = inhibition, actives largely listed as inhibitors | hit rate 0.23% among 390,000 | AID 743255, 2014; note: potency is the fitted concentration of half-maximal effect; % is set by controls: 0 for no effect and ±100 for the full control effect; nearly all actives have a fitted effect of over 60% in size; inactives centre near -12
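High-throughput fluorogenic screen: 1nM USP1/UAF1 complex, Ub-Rho substrate 150nM final, 50mM HEPES pH 7.8 with 0.5mM EDTA, 0.1 mg/ml BSA, 1mM TCEP and 0.01% Tween-20.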
HP1b chromo inh: HTS for Inhibitors of HP1-beta Chromodomain Interactions with Methylated Histone Tails; Chromobox protein homolog 1 (Homo sapiens), P83916; AlphaScreen HP1-beta / biotin-H3K9me3 peptide binding; Potency, µM (highest dose often 114 µM), for the others: top-dose activity change, negative = inhibition, hits mostly inhibitors; hit rate 0.56% among 390,000; note: potency is the fitted concentration of half-maximal effect; nearly all actives have a fitted effect of over 70% in size; inactives centre near 23
Target sequence (P83916 whole entry, looked up): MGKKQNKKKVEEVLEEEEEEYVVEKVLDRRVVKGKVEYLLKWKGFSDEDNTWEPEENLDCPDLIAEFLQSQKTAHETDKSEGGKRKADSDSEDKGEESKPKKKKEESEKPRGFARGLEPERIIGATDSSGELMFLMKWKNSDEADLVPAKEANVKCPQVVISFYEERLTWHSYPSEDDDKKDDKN
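HP1-beta protein (50 nM final) preincubated 30 min at room temperature with biotinylated H3(1-18)K9me3 peptide (50 nM) in PBS pH 7.4, 0.01% Tween-20, then compound added for 30 min. AlphaScreen streptavidin donor/nickel chelate acceptor beads (10 ug/mL final), 30 min dark, luminescence read.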
PI4K2A inh: qHTS for small molecular inhibitors of PI4K2A | activity change, negative = inhibition, % at 76.9 µM | AID 1346378, 2018 | Phosphatidylinositol 4-kinase type 2-alpha (Homo sapiens), Q9BTU6 | hit rate 0.13% among 420,000 | purified PI4K2A, ADP-Glo luminescence, 1 h; hits give low values; in the data active = activity change below about -50%; inconclusive = mostly about -30% to -49%;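 note: -100% = wells without enzyme as full effect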
Target sequence (Q9BTU6 whole entry, looked up): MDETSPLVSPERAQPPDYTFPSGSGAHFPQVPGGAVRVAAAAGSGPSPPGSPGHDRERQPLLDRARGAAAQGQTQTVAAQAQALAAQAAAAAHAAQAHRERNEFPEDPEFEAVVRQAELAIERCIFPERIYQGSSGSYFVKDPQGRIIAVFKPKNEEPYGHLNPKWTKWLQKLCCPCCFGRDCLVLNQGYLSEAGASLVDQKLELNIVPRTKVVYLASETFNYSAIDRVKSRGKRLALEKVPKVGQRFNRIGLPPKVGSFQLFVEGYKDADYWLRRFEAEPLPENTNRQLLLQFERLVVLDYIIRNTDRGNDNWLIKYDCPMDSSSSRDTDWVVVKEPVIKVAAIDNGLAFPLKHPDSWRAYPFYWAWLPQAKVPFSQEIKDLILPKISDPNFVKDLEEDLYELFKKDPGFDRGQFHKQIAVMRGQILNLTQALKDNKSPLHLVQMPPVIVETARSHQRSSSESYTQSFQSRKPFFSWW
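Compounds are screened against recombinant PI4K2A using PI as substrate and ATP, the latter dispensed at 300 microM. Reactions run one hour at ambient temperature before ADP-Glo detection; full inhibition defined by wells lacking enzyme.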
Pin1 inhibitor: qHTS Assay to Find Inhibitors of Pin1 | Pin1 FP peptide displacement, HiFluor488, 10 min | Potency, µM (series often up to 115 µM), inactives show at the highest dose activity, negative = inhibition, actives largely listed as inhibitors | hit rate 0.009% among 390,000; active = well fitted inhibition curve with a large enough effect in the polarisation, with a control signal flat, not every such curve was filed as active; inconclusive = small, poorly fitted or top-dose-only effect, or effect the other way, or a change in a side signal; inactive = no such curve, though single readings can be large or run the other way; the % refers to the polarisation; note: potency is the fitted concentration of half-maximal effect; % is set by controls: 0 for no effect and ±100 for the full control effect
Target sequence (Q13526 whole entry, looked up): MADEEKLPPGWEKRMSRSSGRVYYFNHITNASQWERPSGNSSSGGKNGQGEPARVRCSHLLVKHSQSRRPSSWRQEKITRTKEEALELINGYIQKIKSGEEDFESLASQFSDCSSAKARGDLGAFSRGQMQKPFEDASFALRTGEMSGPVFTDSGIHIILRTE
Tb PGK inh: qHTS Assay to Find Inhibitors of Phosphoglycerate Kinase. hit rate 0.043% among 380,000. Phosphoglycerate kinase, glycosomal (Trypanosoma brucei brucei), P07378. Potency, µM (highest dose often 57.5 µM), inactives show at the top dose activity change, negative = inhibition, most hits filed as inhibitors. AID 602233, 2012. PGK/GAPDH coupled, Kinase-Glo luminescence, 60 min; note: potency is the fitted concentration of half-maximal effect; % is set by controls: 0 for no effect and ±100 for the full control effect; nearly all actives have a fitted effect of over 60% in size
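Luminescent ATP detection (Kinase-Glo Plus) follows a 60-minute room-temperature incubation, with wells lacking PGK as controls. Buffer: 100 mM TEA (pH 7.6), 5 mM MgCl2, 0.01% Tween-20. Coupling enzyme GAPDH (100 nM final) supplies unstable 1,3-BPG in-well.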
IDH1 R132H inh: qHTS for Inhibitors of mutant isocitrate dehydrogenase 1 (IDH1): qHTS; AID 602179, 2012; Potency, µM (series often up to 76.6 µM), for the others: top-dose activity change, negative = inhibition, usual class: inhibitors; Isocitrate dehydrogenase [NADP] cytoplasmic (Homo sapiens), O75874; IDH1-R132H enzyme, NADPH consumption, diaphorase/resazurin fluorescence; hit rate 0.093% among 390,000; note: potency is the fitted concentration of half-maximal effect; % is set by controls: 0 for no effect and ±100 for the full control effect; nearly all actives have a fitted effect of over 65% in size
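IDH1-R132H (0.5 ug/mL dispensed) in pH 7.5 Tris buffer was preincubated 30 min with compound, then given a substrate mix of 0.016 mM NADPH and 2 mM alpha-KG for 80 min at room temperature; remaining NADPH was read by diaphorase/resazurin fluorescence.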
The depositor's hits bear a star; i = inactive; ? = inconclusive; . = not tested or not shown; & = joins results of further samples; ! = repeats disagree; [ ] = remark or other dose. Unless noted, calls come from the whole dose curve; as a rule, active = well fitted curve in the direction sought with a large enough effect; inconclusive = small, poorly fitted or top-dose-only effect, or another doubt; inactive = no such curve, though single readings can be large; an effect the other way counts as inactive or inconclusive. These rows are one share of the data; the hit share may differ from the screen's.

SMILES	rTrxR1 inhibitor	GLS inh	TrxR1 substrate	USP1 inh	HP1b chromo inh	PI4K2A inh	Pin1 inhibitor	Tb PGK inh	IDH1 R132H inh
O=C(COC(=O)c1ccc(O)cc1O)NC12CC3CC(CC(C3)C1)C2	11%	11%	3%	-14%	11%	1	-2%	-5%	7%
N=c1c(C(=O)NCc2ccc(F)cc2)cc2c(=O)n3ccccc3nc2n1Cc1cccnc1	73%[activator]	4%	274%[activator]	-15%	22%	-14	?	-8%	4%
COCCCNC(=O)CCCn1c(=O)c2ccccc2n(Cc2cccc([N+](=O)[O-])c2)c1=O	18%	-14%	-1%	-4%	2%	-2	-1%	i	-6%
CCC(=O)N1CCC(NC(=O)Nc2ccc(OC(F)(F)F)cc2)CC1	10%	-5%	2%	-10%	36%	0	-8%	4%	5%
COc1ccc(OCCn2cc(C=O)c3ccccc32)cc1	2%[57.1 µM]	-6%	5%[57.1 µM]	-21%	45%[activator]	-3	9%	1%	5%
O=C(CN1CCN(c2ccccn2)CC1)Nc1cccc(Cl)c1Cl	4%[57.1 µM]	-10%	-13%[57.1 µM]	-23%	21%	5	2%	-13%	4%
Cc1ccc(C)c(Cn2c(=O)cc(C(F)(F)F)c3c(C)nn(C)c32)c1	15%[57.1 µM]	2%	6%[57.1 µM]	1%	104%[activator]	-5	-2%	i	15%
CCOC(=O)Cn1nc(C)c2ccccc2c1=O	-9%	-4%	-4%	-12%	33%	11	-4%	-1%	6%
COC(=O)c1c(NC(=O)C2SC(=NC3CCCCC3)C(C(N)=O)=C2N)sc2c1CCCC2 (centres undefined)	-11%	-12%	-8%	-15%	25%	3	2%	i	8%
Nc1ncnc(Sc2ccc(Cl)cc2)c1[N+](=O)[O-]	-1%	1%	0%	-1%	24%	-4	-2%	5%	1%
NNC(=O)Cn1c(-c2ccccn2)nc2ccccc21	4%[57.1 µM]	0%	30%	-13%	16%	3	0%	3%	3%
Cc1nnsc1C(=O)N/N=C/c1ccc(OC(F)(F)F)cc1	15%[57.1 µM]	8%	6%[57.1 µM]	-13%	15%	3	1%	-9%	-5%
Cc1ccccc1NC(=O)Cn1c(=O)n(Cc2ccc3c(c2)OCO3)c(=O)c2ccc(C(=O)NC3CCCCC3)cc21	23%	1%	8%	-20%	19%	-6	-6%	-6%	0%
CC1(C)CC(O)CC(C)(C)N1CC(O)COCc1ccccc1 (centres undefined)	20%	-15%	4%	-14%	31%	4	-3%	-1%	7%
COc1ccccc1NC(=O)CCN1CCCCCC1	24%	33%[activator]	8%	0%	13%	0	3%	.	0%
COc1ccc(/C(N)=N/OC(=O)CSc2ccccc2)cc1	-15%	-2%	-12%	-10%	446%[activator]	0	?	-4%	6%
CSc1cccc(NC(=O)C2(S(=O)(=O)c3ccc(C)cc3)CC2)c1	23%	-4%	-2%	-5%	27%	-1	-3%	-3%	3%
COc1ccc(NC(=O)CSc2nnc(Cc3cccn3C)n2-c2ccc(F)cc2)cc1OC	11%[57.1 µM]	7%	3%[57.1 µM]	-6%	5%	-3	-2%	i	-9%
Cc1ccccc1OCCCc1c(C)n[nH]c1C	11%[57.1 µM]	0%	8%[57.1 µM]	-5%	24%	-2	-1%	8%	7%
Cc1cc(C(=O)OCC(=O)N2CC(C)OC(C)C2)ccc1[N+](=O)[O-] (centres undefined)	28%	-10%	-5%[0.0914 µM]	-12%	34%	5	-2%	i	0%
CCCN1CN=C(Nc2nc3ccccc3o2)NC1	34%[57.1 µM]	1%	13%[57.1 µM]	-10%	2%	0	1%	-9%	1%
Nc1ccc(S(=O)C(F)(F)F)cc1 (centres undefined)	20%[57.1 µM]	11%	12%[57.1 µM]	-24%	25%	1	-7%	-3%	0%
CN(CC(=O)Nc1ccc(SC(F)F)cc1)C1CCCCC1	21%[57.1 µM]	8%	2%	-2%	47%[activator]	0	3%	8%	4%
Cc1cc(C)cc(NC(=O)c2cc3c(=O)n4ccccc4nc3s2)c1	-4%	16%	10%	-2%	15%[57 µM]	-5	?	12%	0%
Cc1ccc(S(=O)(=O)N(C)CC(=O)NNC(=O)Cc2ccccc2F)cc1	-8%	12%	-1%	-19%	52%[activator]	-1	4%	-6%	15%

Carrying on:
SMILES	rTrxR1 inhibitor	GLS inh	TrxR1 substrate	USP1 inh	HP1b chromo inh	PI4K2A inh	Pin1 inhibitor	Tb PGK inh	IDH1 R132H inh
CC(C)(C)NC(=S)N1CCC(C(=O)c2ccc(Cl)cc2)CC1	-13%[57.1 µM]	1%	6%[57.1 µM]	-3%	29%	0	3%	-2%	6%
O=c1ccn(Cc2ccccc2)c(SCc2ccccc2)n1	-7%	14%	-12%	-1%	23%	2	5%	i	9%
CN(C)c1nc(NS(=O)(=O)c2ccc(Cl)cc2)nc(N(C)C)n1	7%	3%	-7%	-2%	21%	5	-10%	-5%	27%
CCCOc1ccc(C2C(=O)N(C3CCCCCC3)CC(=O)N2Cc2ccco2)cc1OC (centres undefined)	14%	3%	1%	-9%	-6%	2	1%	7%	12%
COc1ccc(Nc2nc(NCC3CCCO3)nc(N)c2[N+](=O)[O-])cc1 (centres undefined)	4%	2%	-11%	6%	16%	0	0%	-2%	-3%
CN(C)S(=O)(=O)c1cccc(N=c2scc(-c3ccc4c(c3)NC(=O)CO4)n2CC2CCCO2)c1 (centres undefined)	-10%[57.1 µM]	-2%	-5%[57.1 µM]	-21%	?	3	1%	-2%	0%
Cc1cc(C(=O)Nc2ccncc2)c(C)o1	-15%	-5%	-11%	-4%	-5%	1	5%	-1%	2%
O=C(Cc1ccc(Cl)cc1)N1CCN(c2ccc(F)cc2)CC1	-3%	29%	6%	-11%	83%[activator]	5	-12%	0%	0%
CCc1cc(=O)oc2cc(C)cc(OCC(=O)NCCCn3ccnc3)c12	18%	-13%	114%[activator]	-21%	34%	-3	-1%	-2%	-6%
Cc1cc(NC(=O)CSc2nc(Cc3ccc(O)cc3)c(C)[nH]2)no1	16µM*	22%	6%[57.1 µM]	-4%	30%	-1	1%	6%	-10%
COc1ccc(C(=O)NCCNC(=O)c2ccccn2)cc1	16%	2%	6%	-17%	34%	1	3%	i	0%
COc1ccc(OC)c(/C=N/NC(=O)c2cc3c(OC)c(OC)ccc3[nH]2)c1	25%	9%	-1%	-32%	21%	-3	?	6%	-3%
Nn1c(SCC(=O)Nc2ccccc2Oc2ccccc2)nnc1C1CC1	-10%	4%	-7%	-18%	19%	2	-1%	0%	0%
CCOC(=O)C1(Cc2cccc(OC)c2)CCN(Cc2cccc3c2OCO3)CC1	12%[57.1 µM]	-13%	11%[57.1 µM]	-18%	32%	-2	-8%	i	-4%
COc1ccc(Cl)cc1C(=O)N1CCN=C1SC	6%	2%	2%	-20%	45%[activator]	2	1%	-7%	13%
O=C(CSc1nnc(NC(=O)c2ccccc2[N+](=O)[O-])s1)NC1CCCC1	4%[57.1 µM]	1%	-10%	-16%	33%	-3	-7%	i	6%
CCOc1ccc2ccccc2c1C(=O)N[C@@H]1C(=O)N2[C@@H]1SC(C)(C)[C@@H]2C(=O)O	-3%&35%	4µM*!	-2%&6%	7%&14%	17%&5%	-2&2&1	-10%&-12%	2%&0%	-4%&11%
Cc1cc(C)c(NC(=O)/C(=C/c2ccco2)c2ccccc2)c(C)c1	?	-2%	-2%	-9%	-3%	6	-2%	6%	-2%
O=C(NCCc1cccc(F)c1)C1CCC(=O)N(C2CCCCCC2)C1 (centres undefined)	27%[57.1 µM]	-5%	10%[57.1 µM]	-21%	27%	-3	-7%	-4%	3%
COC(=O)c1ccccc1NC(=O)/C=N/O	4%[57.1 µM]	7%	1%[57.1 µM]	-7%	71%[activator]	3	2%	-4%	2%
Cc1cc(N=Nc2ccc(Cl)cc2)cc(CN2CCOCC2)c1O	-9%[57.1 µM]	-9%	-6%[57.1 µM]	-4%	40µM*	-1	18%	i	3%
COc1ccc(/C(=N\O)c2ncc(C(F)(F)F)cc2Cl)cc1	10%	9%	0%	-19%	32%[activator]	-3	6%	-10%	3%
Cc1ccc(CCNC(=O)C2CC(=O)N(CCc3ccc(C)cc3)C2)cc1 (centres undefined)	15%[57.1 µM]	3%	4%[57.1 µM]	-11%	11%	-2	-10%	-6%	9%

Assay outcomes (PubChem)
